# Compound activity: PubChem BioAssay, University of Kansas High Throughput Screening Laboratory
# mHTT-CaM PPI inh: inhibitors of human mutant huntingtin-calmodulin interaction. AlphaScreen His-mHTT/GST-CaM binding, luminescence. inhibition, % at 15 µM. 190,000 compounds, 3.6% hits. AID 1671202;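 also: 0% = both proteins with DMSO and 100% = one protein alone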
# Target sequence (P42858 whole entry, looked up, stated change not applied): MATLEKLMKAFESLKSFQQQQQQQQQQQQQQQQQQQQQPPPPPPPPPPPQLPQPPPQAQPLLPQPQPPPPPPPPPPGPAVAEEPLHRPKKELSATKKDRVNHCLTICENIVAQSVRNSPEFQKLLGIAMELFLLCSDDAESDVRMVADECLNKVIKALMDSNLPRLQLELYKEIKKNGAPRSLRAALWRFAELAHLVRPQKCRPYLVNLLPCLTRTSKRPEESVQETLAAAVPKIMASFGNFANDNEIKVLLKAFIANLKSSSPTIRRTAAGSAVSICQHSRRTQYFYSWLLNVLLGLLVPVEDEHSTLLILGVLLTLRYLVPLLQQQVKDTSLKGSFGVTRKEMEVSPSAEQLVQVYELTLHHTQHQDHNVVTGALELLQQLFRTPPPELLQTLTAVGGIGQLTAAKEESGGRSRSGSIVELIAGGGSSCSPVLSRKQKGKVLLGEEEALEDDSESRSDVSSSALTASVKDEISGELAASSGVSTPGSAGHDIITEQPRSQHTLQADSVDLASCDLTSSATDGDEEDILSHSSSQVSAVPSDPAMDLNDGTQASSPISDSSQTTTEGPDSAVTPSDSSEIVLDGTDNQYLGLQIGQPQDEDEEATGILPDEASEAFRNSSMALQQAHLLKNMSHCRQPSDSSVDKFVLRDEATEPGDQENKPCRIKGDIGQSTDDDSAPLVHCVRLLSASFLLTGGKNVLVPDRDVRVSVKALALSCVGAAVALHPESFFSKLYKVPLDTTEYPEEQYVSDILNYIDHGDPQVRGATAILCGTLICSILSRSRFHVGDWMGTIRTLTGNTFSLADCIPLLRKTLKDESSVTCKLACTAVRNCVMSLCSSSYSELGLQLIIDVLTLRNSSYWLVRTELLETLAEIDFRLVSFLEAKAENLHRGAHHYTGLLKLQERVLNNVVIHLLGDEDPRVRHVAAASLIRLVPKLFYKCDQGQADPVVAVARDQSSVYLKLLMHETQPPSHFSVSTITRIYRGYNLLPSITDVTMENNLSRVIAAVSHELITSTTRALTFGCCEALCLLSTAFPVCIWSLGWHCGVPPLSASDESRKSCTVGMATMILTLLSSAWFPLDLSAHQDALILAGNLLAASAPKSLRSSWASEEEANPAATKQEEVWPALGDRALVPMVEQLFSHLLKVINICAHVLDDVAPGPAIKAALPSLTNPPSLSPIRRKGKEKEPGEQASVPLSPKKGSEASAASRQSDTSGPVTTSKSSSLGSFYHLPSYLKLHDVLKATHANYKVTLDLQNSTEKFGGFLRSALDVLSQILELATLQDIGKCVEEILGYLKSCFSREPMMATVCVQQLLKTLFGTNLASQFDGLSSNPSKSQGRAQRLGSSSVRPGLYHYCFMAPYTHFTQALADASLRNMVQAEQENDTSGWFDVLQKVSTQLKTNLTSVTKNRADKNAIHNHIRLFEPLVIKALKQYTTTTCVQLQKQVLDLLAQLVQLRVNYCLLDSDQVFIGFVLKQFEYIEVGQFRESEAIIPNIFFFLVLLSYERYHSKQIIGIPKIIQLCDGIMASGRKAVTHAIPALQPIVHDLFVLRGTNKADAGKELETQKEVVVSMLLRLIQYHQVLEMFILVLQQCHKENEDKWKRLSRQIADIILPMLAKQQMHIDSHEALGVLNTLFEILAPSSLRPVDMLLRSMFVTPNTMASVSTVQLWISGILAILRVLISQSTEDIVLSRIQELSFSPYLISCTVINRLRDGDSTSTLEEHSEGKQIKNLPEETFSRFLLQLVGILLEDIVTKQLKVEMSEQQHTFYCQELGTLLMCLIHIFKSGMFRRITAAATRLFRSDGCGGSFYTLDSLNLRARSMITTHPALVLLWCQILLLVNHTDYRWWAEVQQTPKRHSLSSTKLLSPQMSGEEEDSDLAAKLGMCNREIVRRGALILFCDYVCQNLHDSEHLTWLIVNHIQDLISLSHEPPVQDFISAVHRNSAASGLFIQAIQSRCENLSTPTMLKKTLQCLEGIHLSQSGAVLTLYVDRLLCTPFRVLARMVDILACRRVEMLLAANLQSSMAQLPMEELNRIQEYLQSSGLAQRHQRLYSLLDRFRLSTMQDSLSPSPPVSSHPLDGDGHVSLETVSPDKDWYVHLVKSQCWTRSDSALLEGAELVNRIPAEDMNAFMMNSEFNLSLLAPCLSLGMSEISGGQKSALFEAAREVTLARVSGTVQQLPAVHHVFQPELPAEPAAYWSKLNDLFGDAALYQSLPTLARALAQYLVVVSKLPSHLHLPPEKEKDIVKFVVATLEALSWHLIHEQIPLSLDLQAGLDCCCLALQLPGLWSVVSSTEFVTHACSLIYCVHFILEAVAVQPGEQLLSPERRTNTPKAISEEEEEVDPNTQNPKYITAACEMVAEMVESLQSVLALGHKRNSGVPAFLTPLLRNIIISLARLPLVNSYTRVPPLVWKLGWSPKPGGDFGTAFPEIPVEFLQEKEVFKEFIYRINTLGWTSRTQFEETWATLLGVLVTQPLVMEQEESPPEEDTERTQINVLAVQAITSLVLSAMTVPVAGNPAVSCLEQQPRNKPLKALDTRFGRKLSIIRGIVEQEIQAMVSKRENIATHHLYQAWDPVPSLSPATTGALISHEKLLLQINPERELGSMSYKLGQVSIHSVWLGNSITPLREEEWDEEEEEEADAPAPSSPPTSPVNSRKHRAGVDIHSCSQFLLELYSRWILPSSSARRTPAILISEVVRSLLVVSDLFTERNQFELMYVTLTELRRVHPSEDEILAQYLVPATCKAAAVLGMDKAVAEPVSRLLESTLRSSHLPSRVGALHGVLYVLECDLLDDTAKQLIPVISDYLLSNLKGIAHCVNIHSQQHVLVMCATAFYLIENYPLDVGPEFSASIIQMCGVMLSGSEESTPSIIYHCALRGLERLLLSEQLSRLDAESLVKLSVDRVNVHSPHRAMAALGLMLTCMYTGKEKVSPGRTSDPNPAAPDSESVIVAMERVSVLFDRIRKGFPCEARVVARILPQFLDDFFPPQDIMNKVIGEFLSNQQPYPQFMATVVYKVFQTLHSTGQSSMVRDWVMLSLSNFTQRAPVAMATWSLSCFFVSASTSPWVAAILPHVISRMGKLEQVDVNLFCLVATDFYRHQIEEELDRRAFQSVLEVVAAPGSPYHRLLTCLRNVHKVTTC
# Pf apPOL inh: Pf-apPOL DNA polymerase inhibition. Recombinant Pf-apPOL, molecular beacon fluorescence, 1.5 h. inhibition, % at 10 µM. 210,000 compounds, 0.25% hits
# * hit, by the source's call; / = no result given; & = joins results of further samples. Rule as the data show it: active = inhibition above about 50%; inactive = the rest. No enrichment for hits; overall some 3.5% were active at least once.
SMILES,mHTT-CaM PPI inh,Pf apPOL inh
O=C(CSc1nnnn1-c1ccccc1)NCc1ccco1,3,-2
Cc1nn(-c2ccc(F)cc2)c2nc(N3CCC(NC(=O)C4CCC4)CC3)sc12,5,-6
O=S(=O)(c1ccc(F)cc1)N1CCC(CN2CCCCCC2)CC1,11,-2
CCN(CC)Cc1c(-c2ccccc2)c2cc([N+](=O)[O-])ccc2n1C,-13,-7
O=C(Nc1cccc(Cl)c1)N1CC(n2cc(COc3ccccc3)nn2)C1,-18,-1
Cc1ccc(Oc2ccc(N(C)C(=O)c3ccc(S(=O)(=O)N(C)C)cc3)cc2)nn1,-9,-6
CCOc1ccc(NC(=O)CN(c2cccc(Br)c2)S(C)(=O)=O)cc1,-4,-2
Cn1nc(C(F)(F)F)c2cc(-c3nc(-c4cc(C(F)(F)F)cc(C(F)(F)F)c4)no3)sc21,/,-3&-5
COc1cc(C=O)ccc1OCc1ccc(Cl)cc1,-35,2
COc1ccc(C=NCC2OCCc3ccccc32)c(OC)c1 (stereo not drawn),1,0
CC1(C)C2CCC1(C)C(OC(=O)c1c3c(n4ccccc14)C(=O)c1ccccc1C3=O)C2 (stereo not drawn),8,-12
O=C(COc1ccc(F)cc1)N1CCC2(CC1)NC(=O)N(Cc1ccccc1Cl)C2=O,5,-6
CCN1C(=O)CCc2cc(NC(=O)Cc3ccc(OC)cc3)ccc21,-3,-6
COc1ccc(COc2ccc3c(=O)c(-c4ccccc4OC)coc3c2)cc1,-4,-1
Cc1cc(C)c(CSc2nc(C)cc(=O)[nH]2)c(C)c1,-9&0,-5
CCOc1ccccc1N1CCN(C(=O)c2c(Cl)cccc2Cl)CC1,8,0
COc1cccc(N2CCN(C(=O)c3cn4cc(C)ccc4n3)CC2)c1,4,-6
COC(=O)[C@H](CC(C)C)N(CCc1cn(Cc2ccccc2)nn1)S(=O)(=O)c1ccc(F)cc1Br,16,-4
CC(=O)N(C)c1ccc(NC(=O)c2cccs2)cc1,1,-2
COc1cncc(C(=O)Nc2ccc(C)c(F)c2)c1,-11,1
O=C(NCCc1ccccn1)C1CCc2sc(C(=O)N3CCOCC3)cc2C1 (stereo not drawn),1,-5
Nc1c(C(=O)c2ccc(Br)s2)oc2ccc(Br)cc12,-4,/
NC(=O)c1ccccc1NS(=O)(=O)c1cccs1,-4,-8
O=C1OC(c2ccc(Cl)cc2Cl)=N/C1=C\c1ccc([N+](=O)[O-])o1,14,0
O=C(NCCCn1cccn1)C1CN(S(=O)(=O)c2cccs2)CC12CCCCC2 (stereo not drawn),11,4
CCCOc1ccccc1/C=C1/N=C(c2ccccc2)OC1=O,-1,-96
CCc1nc2c(NC(=O)Nc3ccc4c(c3)CCC4)cccn2n1,2,1
COc1ccc(C2CC(c3ccccc3)=NN2C(=O)c2ccc(C)cc2)cc1 (stereo not drawn),10,0
Cc1nn(C)c(C)c1CNC(=O)Nc1csc2ccccc12,/,0
O=C(CCc1ccccc1)Nc1ccc2ncsc2c1,-4,-4
COc1ccc(N=c2oc3c(C)ncc(CO)c3cc2C(N)=O)c(OC)c1,6,-4
Cc1ccc(S(=O)(=O)N2CCN(c3cccc(C)c3)C(=O)C2C)cc1 (stereo not drawn),3,3
CCOc1ccccc1NC(=O)c1c[nH]c(=O)n(-c2ccc(F)cc2)c1=O,72*,-13
Cc1ccc(S(=O)(=O)N(CC(=O)N2CCOCC2)c2cc(C)ccc2C)cc1,11,-2
Cc1cc(C(=O)Nc2ccc3c(c2)OCCO3)ccc1[N+](=O)[O-],-9,0
COc1ccc(C=C2Oc3cc(OCC#N)ccc3C2=O)c(OC)c1,0,-4
CC(C)[C@H](NC(=O)OCc1ccccc1)C(=O)N[C@H](C=O)Cc1ccccc1,/,-1
N#CC1=CN(c2cccc(Cl)c2)c2ccccc2S1(=O)=O,-9,6
Cc1ccc(CN2CC(N3CCN(C)CC3)CS2(=O)=O)cc1 (stereo not drawn),-6,-1
COc1ccc(C2SCC(=O)N2CCN2CCCCC2)cc1 (stereo not drawn),-7,1
CCSc1ncc(C#N)c(N)n1,-5,/
O=C(Nc1ccc(Cl)cc1)OC(CSc1ccccn1)CSc1ccccn1,/,5
Cc1ccc(CC2CC(=O)N(CCc3ccc4c(c3)OCO4)C2=O)cc1 (stereo not drawn),-5,-2
COc1ccc(C(C)NC(=O)c2cn3ccc(C)cc3n2)cc1 (stereo not drawn),-1,-2
COc1ccc(CNC(=O)NCCN2CCN(S(C)(=O)=O)CC2)cc1,-11,-5
Cc1ccc(NC(=O)C2(C)Oc3cccnc3NC2=O)cc1 (stereo not drawn),-8,-4
COc1cccc(-c2nnc(NC(=O)c3ccc(S(=O)(=O)N(C)C4CCCCC4)cc3)o2)c1,16,-4
O=S(=O)(c1cccn2cnnc12)N(Cc1ccccc1F)c1ccc(F)c(F)c1,61*,-5
CN(Cc1ccccc1)C(=O)c1ccc(N2CC3CC(C2)c2cccc(=O)n2C3)c([N+](=O)[O-])c1 (stereo not drawn),9,-4
COc1cccc(NC(=O)C2CC(=O)N(c3ccc(C)cc3)C2)c1 (stereo not drawn),-5,0
Cc1ccc(C(=O)Nc2ccc(Cl)cn2)cc1[N+](=O)[O-],0,-2
CC(C)[Si]1(C(C)C)OCC2O[C@@H](n3ccc(N)nc3=O)C(O)C2O[Si](C(C)C)(C(C)C)O1 (stereo partly drawn),-4,/
CCc1c(C)nc(SCC#N)c(C#N)c1C,-9,-13
C=CCSC1=C(C#N)C(c2cccc(Cl)c2Cl)CC(=O)N1 (stereo not drawn),2,0
COc1ccccc1C1=NOC(C(=O)NCCc2ccccc2)C1 (stereo not drawn),-8,-5
COc1ccc(C(=O)CN2C3=NCCCN3c3ccccc32)cc1OC,2,7
CCCCNC(=O)C(C)C1CCN(C(=O)c2sc(-c3ccc(C)cc3)nc2C)CC1 (stereo not drawn),-3,7
COc1ccc(SCCN2CC[C@@H](C(C)(C)C)CCC2=O)cc1,15,-9
COc1ccccc1Nc1ncnc2c1cnn2Cc1ccccc1,0,-1
CCCOc1ccc(C(O)=C2C(=O)C(=O)N(CCN3CCOCC3)C2c2ccc(C)o2)cc1 (stereo not drawn),9,6

# Continuation.
SMILES,mHTT-CaM PPI inh,Pf apPOL inh
CCOC(=O)C1C(C(=O)OC)=C(c2ccc(OC)cc2)c2ccc(OC)cc2N1S(=O)(=O)C(F)(F)F (stereo not drawn),-13,-8
CC(C)=CCOc1ccc2c(=O)c(Oc3ccccc3)c(C)oc2c1,-38,-10
Cc1ccc(NC(=O)c2c(F)cccc2Cl)cc1NS(C)(=O)=O,/,-6
O=S(=O)(c1ccccc1)c1ccc(S(=O)(=O)N2CCCCC2)s1,/,-5&2
COc1ccc(N2CC(c3noc(-c4ccsc4)n3)CC2=O)cc1 (stereo not drawn),1,8
COc1ccc(C)cc1NC(=O)N1CCCC1c1c(C)noc1C (stereo not drawn),-11,4
CC1(C)Oc2ccc(NC(=O)c3ccc(C(=O)c4ccccc4)cc3)cc2O1,39,6
Cc1ccc(C)c(C(=O)N2CCC(COc3ccccc3C(=O)N3CCOCC3)CC2)c1,5,-11
CC(=O)N1CCN(C(=O)c2cc3cn(C(C)C)cc3s2)CC1,13,-1
O=C(c1cccnc1)N1CCC(c2nc(-c3ccccc3)no2)C1 (stereo not drawn),-1,-6
Cc1ccc(S(=O)(=O)CCc2ccncc2)cc1,2,-8
COc1ccc(Cl)cc1NC(=O)C1(C)Oc2cccnc2NC1=O (stereo not drawn),-2,-5
CC1CC(Nc2ccccc2)c2ccccc2N1C(=O)c1ccncc1 (stereo not drawn),44,-4
Cc1csc(-c2ccc(N3CCN(C(=O)c4ccncc4)CC3)nc2)n1,-3,-10
COc1ccccc1NC(=O)N1CC(C)C(c2nc(-c3ccccc3)no2)C1 (stereo not drawn),-4,-5
Cc1cccc(NC(=S)NN=Cc2ccc(F)cc2)c1,/,-5&2
CCCCNC(=O)N1CCC(C(=O)OC)CC1,-8,-4
Cc1cc(C)cc(NC(=O)N2CCC(c3cc(N)on3)CC2)c1,-3,1
Cc1ccc(N=C2C(=O)N(CN3CCN(Cc4ccccc4)CC3)c3ccccc32)cc1,8,-5
Cc1ccc(SCCC(=O)NC23CC4CC(CC(C4)C2)C3)cc1,-33,2
CC(=O)N1c2c(cc(Br)cc2S(=O)(=O)N2CCC3(CC2)OCCO3)CC1C (stereo not drawn),4,-7
COc1ccc(NC(=O)Cc2ccc(Br)cc2)cc1,-5,-3
COc1ccc(CN2COc3ccc4c(c3C2)OC(=Cc2ccncc2)C4=O)cc1OC,18,24
Cc1cc(OCC(=O)Nc2ccc(C)c(C)c2)nc(N2CCCC(C)C2)n1 (stereo not drawn),-5,-2
Clc1ccc(-c2ncnn2-c2ccccc2Cl)cc1,-5,-8
CC12CNCC(C)(CN(C(c3ccccc3)c3ccccc3)C1)C2,-7,-2
Clc1ccccc1N1CCN(c2nc(N3CCOCC3)c3n[nH]nc3n2)CC1,-6,-2
CCCCCCCC(=O)N[C@H]1CC[C@@]23CCCN2C(=O)CCC[C@H]3[C@H]1C,-3,-4
O=C(Nc1c(-c2ccc(Cl)cc2)nc2ccccn12)C(Cl)Cl,42,12
Fc1ccc(CN2CCOCC2)cc1,2,-1

# An excerpt of these results, with each value named.
CC(=O)N1CCN(C(=O)c2cc3cn(C(C)C)cc3s2)CC1
  mHTT-CaM PPI inh: 13; Pf apPOL inh: -1

O=C(c1cccnc1)N1CCC(c2nc(-c3ccccc3)no2)C1 (stereo not drawn)
  mHTT-CaM PPI inh: -1; Pf apPOL inh: -6

# (further entries)
SMILES,mHTT-CaM PPI inh,Pf apPOL inh
CCOc1ccc(C(=O)Nc2c3c(nn2-c2ccccc2C)CS(=O)C3)cc1OCC (stereo not drawn),2,-2
CN(Cc1ccccc1)CN1C(=O)c2ccccc2C1=O,-7,0
CCC(=O)N1CCc2cc(N3CC(C(=O)NC4CCCCC4)CC3=O)ccc21 (stereo not drawn),-1,-2
CNC(=O)N1CCC(n2c(C)nc(C(=O)NCCc3ccc(Cl)cc3)c2C)CC1,41,-3
CCCCC(=O)Nc1cc(C)c2c(=O)oc3ccccc3c2n1,4,8
CNC(=O)c1c(NC(C)=O)sc2c1CCCCC2,-2,-40
CSc1ccccc1CN1CCC(CNS(=O)(=O)c2cccc(C(C)=O)c2)CC1,9,3
COc1ccc2c(c1)CN(c1ccc(C)c(Cl)c1)CO2,77*,-4
COc1ccc(C2CC(=O)C3=C(C2)Nc2ccccc2NC3c2ccc(C)s2)cc1OC (stereo not drawn),33,-5
Cc1c(C(=O)N2CCCCC2C)sc2nc(-c3ccccc3)cn12 (stereo not drawn),8,2
COc1cc(/C=C2/C(=O)NC(=N)N2C)cc(Br)c1O,25,-3
COCCN1CCC(N2CCCN(C(=O)c3ccc4ccccc4n3)CC2)C1=O (stereo not drawn),12,2
CN1CCN(CCNC(=O)c2cnn3c4c(cnc23)CCCCCC4)CC1,-3,0
COC(=O)c1ccccc1NC(=S)Sc1ccc(Cl)cc1,/,-3
COc1ccc(-c2coc3c(C)c4oc(=O)cc(-c5ccc(OC)cc5)c4cc23)cc1,1,6
COc1cccc(Oc2c(C)oc3cc(O)ccc3c2=O)c1,-2,2
Cc1ccc(=O)n(CC(=O)Nc2ccncc2)n1,-3,-7
Cc1c(C(=O)ON=C(N)c2ccc(C(F)(F)F)cc2)oc2ccccc12,/,-6
Cc1ccc(-c2[nH]nc3c2C(c2cn[nH]c2-c2ccc(F)cc2)C(C#N)=C(N)O3)cc1 (stereo not drawn),32,-3
O=C1NC(=O)/C(=C\c2cc(Br)c(Sc3ccc(Cl)cc3)o2)N1,26,-3
COCc1cc(C)nc2sc(-c3ccc([N+](=O)[O-])o3)c(NC(=O)c3ccccc3)c12,7,-2
CN(C)CCCN1c2ccccc2Sc2ccc(C(F)(F)F)cc21,/,0
CCNC(=O)N1CCC(c2nc(C)ccc2C(=O)N2CCc3ccccc3C2)CC1,14,-6
N#CC1=C(N)n2c(s/c(=C\c3cccs3)c2=O)=C(C#N)C1c1cccs1 (stereo not drawn),16,0
COc1ccc(OC)c(-c2cc3c([N+](=O)[O-])cc([N+](=O)[O-])cc3o2)c1,4,-1
CCOc1ccccc1NC(=O)C1c2ccccc2C(=O)N(C)C1c1ccc(OC)cc1 (stereo not drawn),10,0
COc1ccc(C(=O)N(C)c2nnc(C34CC5CC(CC(C5)C3)C4)s2)c(OC)c1,7,3
COc1ccc2c(c1)c(=O)c1ccccc1n2CC(=O)Nc1c(F)cccc1F,-9,1
COCCN(Cc1ccncc1)C(=O)NCc1ccccc1,-14,-6

# Of the compounds above, these contain fluorine.
SMILES,mHTT-CaM PPI inh,Pf apPOL inh
Cc1nn(-c2ccc(F)cc2)c2nc(N3CCC(NC(=O)C4CCC4)CC3)sc12,5,-6
O=S(=O)(c1ccc(F)cc1)N1CCC(CN2CCCCCC2)CC1,11,-2
Cn1nc(C(F)(F)F)c2cc(-c3nc(-c4cc(C(F)(F)F)cc(C(F)(F)F)c4)no3)sc21,/,-3&-5
O=C(COc1ccc(F)cc1)N1CCC2(CC1)NC(=O)N(Cc1ccccc1Cl)C2=O,5,-6
COC(=O)[C@H](CC(C)C)N(CCc1cn(Cc2ccccc2)nn1)S(=O)(=O)c1ccc(F)cc1Br,16,-4
COc1cncc(C(=O)Nc2ccc(C)c(F)c2)c1,-11,1
CCOc1ccccc1NC(=O)c1c[nH]c(=O)n(-c2ccc(F)cc2)c1=O,72*,-13
O=S(=O)(c1cccn2cnnc12)N(Cc1ccccc1F)c1ccc(F)c(F)c1,61*,-5
CCOC(=O)C1C(C(=O)OC)=C(c2ccc(OC)cc2)c2ccc(OC)cc2N1S(=O)(=O)C(F)(F)F (stereo not drawn),-13,-8
Cc1ccc(NC(=O)c2c(F)cccc2Cl)cc1NS(C)(=O)=O,/,-6
Cc1cccc(NC(=S)NN=Cc2ccc(F)cc2)c1,/,-5&2
Fc1ccc(CN2CCOCC2)cc1,2,-1
Cc1c(C(=O)ON=C(N)c2ccc(C(F)(F)F)cc2)oc2ccccc12,/,-6
Cc1ccc(-c2[nH]nc3c2C(c2cn[nH]c2-c2ccc(F)cc2)C(C#N)=C(N)O3)cc1 (stereo not drawn),32,-3
CN(C)CCCN1c2ccccc2Sc2ccc(C(F)(F)F)cc21,/,0
COc1ccc2c(c1)c(=O)c1ccccc1n2CC(=O)Nc1c(F)cccc1F,-9,1
